Screening results (PubChem BioAssay)
MBNL1-CUG inh: inhibitors of human MBNL1 binding to CUG repeat RNA; TR-FRET MBNL1-His/biotin-(CUG)12 binding, 665/545 ratio; 280,000 tested, 0.036% active; Potency, µM (top dose mostly 57.5 µM), inactives show top-dose activity change, negative = inhibition, usual class: inhibitors; Q9NR56; active = well fitted inhibition curve with a large enough effect in the signal ratio, with a control signal flat, not every such curve was filed as active; inconclusive = small, poorly fitted or top-dose-only effect, or effect the other way, or a change in a side signal; inactive = no such curve, though single readings can be large or run the other way; the % refers to the signal ratio; also: potency is read from the fitted curve at half-maximal effect; % is scaled to controls: 0 for no effect and ±100 for the full control effect
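TR-FRET readout: Ex 340 nm, 665/545 nm emission ratio, normalized to buffer-only (basal) and MBNL1-(CUG)12 controls. Complex of MBNL1-His with Biotin-(CUG)12, compounds 92 nM–58 uM, incubated 60 min at room temperature.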
KCNH2 3.1 block: inhibitors of human KCNH2 3.1 potassium channel isoform. U2OS KCNH2 3.1, thallium flux FluxOr; hits give low values. activity change, % (tested at about 1.8 µM). 340,000 tested, 0.95% active. AID 720553;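 active = maximum activity change below -70%; inconclusive = maximum activity change from -70% to -50%; inactive = maximum activity change above -50%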;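 also: thallium influx rate constant from kinetic fluorescence after stimulation buffer; % is scaled to controls: 0 for no effect and ±100 for the full control effect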
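Virally transduced U2OS (3.1 isoform, 4 h infection in dark at RT) → overnight 37 C → FluxOr + Red40 in HBSS/HEPES, 45 min → stimulation buffer, 2 min kinetic read → rate constant vs DMSO controls.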
a7 integrin act: integrin-mediated muscular dystrophy alleviation activation | 350,000 tested, 0.064% active | alpha7betagal myoblasts, beta-gal FDG fluorescence, 48 h | AID 624291 | Potency, µM (doses to about 38.3 µM), inactives show at the top dose activation, actives largely listed as activators;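 also: potency is read from the fitted curve at half-maximal effect; 100% = response of the positive control SU9516; nearly all actives have a fitted effect of over 60% in size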
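Alpha7betagal+/- myoblasts (passage 13) were plated 16-24 hr, then exposed to compounds (1:260 dilution of DMSO stock) for 48 hours at 37C. After MPER lysis, β-galactosidase reporter activity was read as FDG fluorescence (ex 480/em 540) after 30 minutes.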
KCNH2 WT inh: blocks the wildtype human KCNH2 potassium channel; activity change, % at 1.84 µM; U2OS, BacMam KCNH2, thallium flux FluxOr; hits give low values; 340,000 tested, 0.37% active; AID 720551; Q12809;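 active = maximum activity change below -70%; inconclusive = maximum activity change between -70% and -50%; inactive = maximum activity change above -50%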; also: % is scaled to controls: 0 for no effect and ±100 for the full control effect
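U2OS cells were transduced with wild-type KCNH2 virus (2.03 x 10^8 / mL) for 4 h at room temperature, then cultured overnight at 37 C. Thallium flux was read with FluxOr dye. Rate constants were normalized to DMSO controls.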
FBPA coupling cs: coupling enzyme interference in Giardia aldolase counter-screen; activity change, negative = inhibition, % at 58.2 µM, hits read low; 290,000 tested, 0.67% active; coupling enzyme system counterscreen, AmpLite Red fluorescence; AID 2472; in the data active = activity change below about -30%; also: % is scaled to controls: 0 for no effect and ±100 for the full control effect
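Fluorescence at 525 nm excitation and 598 nm emission measured inhibition of the coupled detection system without aldolase. Compounds (at 57.5 uM final) were preincubated 10 min at room temperature with coupling enzyme reagent before a 20 min substrate/AmpLite Red step.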
GALK inh: blocks human galactokinase activity | P51570 | Purified GALK, Kinase-Glo residual ATP luminescence | Potency, µM (titrated, usually from 57.5 µM), inactives show at the highest dose activity change, negative = inhibition, actives largely listed as inhibitors | 270,000 tested, 0.007% active | AID 1868; also: potency is read from the fitted curve at half-maximal effect; % is scaled to controls: 0 for no effect and ±100 for the full control effect
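Compounds were pin-transferred into ATP buffer (35 uM final), then GALK plus galactose (5 nM, 100 uM final) was added. After 1 h at room temperature, Kinase-Glo Plus was added and luminescence read after 10 min.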
CXXC DNA block: inhibitors of human MLL CXXC domain-DNA interaction. Potency, µM (series often up to 115 µM), inactives show at the top dose activity change, negative = inhibition, usual class: inhibitors. 290,000 tested, 0.037% active. AID 2662. MLL-CXXC / FITC-HOXA9 DNA fluorescence polarization. Q03164; active = well fitted inhibition curve with a large enough effect in the polarisation, with a control signal flat, not every such curve was filed as active; inconclusive = small, poorly fitted or top-dose-only effect, or effect the other way, or a change in a side signal; inactive = no such curve, though single readings can be large or run the other way; the % refers to the polarisation; also: potency is read from the fitted curve at half-maximal effect
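Fluorescence polarization: 7 uM MLL-CXXC (stock) preincubated 5 min with compounds, then 50 nM fluorescein-HOX-A9 DNA (stock) added; 30 min ambient. Buffer 50 mM Tris-HCl pH 7.5, 50 mM NaCl, 1 mM DTT, 0.05% BSA.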
TRPV1 ag: human TRPV1 agonism | activation, % at 8.33 µM | 320,000 tested, 0.19% active | TRPV1-expressing cells, Fluo-8 calcium influx, agonist mode | Q8NER1; in the data active = activation above about 80%; inconclusive = between about 30% and that limit; also: 0% is about no effect
Target sequence (Q8NER1 whole entry, looked up): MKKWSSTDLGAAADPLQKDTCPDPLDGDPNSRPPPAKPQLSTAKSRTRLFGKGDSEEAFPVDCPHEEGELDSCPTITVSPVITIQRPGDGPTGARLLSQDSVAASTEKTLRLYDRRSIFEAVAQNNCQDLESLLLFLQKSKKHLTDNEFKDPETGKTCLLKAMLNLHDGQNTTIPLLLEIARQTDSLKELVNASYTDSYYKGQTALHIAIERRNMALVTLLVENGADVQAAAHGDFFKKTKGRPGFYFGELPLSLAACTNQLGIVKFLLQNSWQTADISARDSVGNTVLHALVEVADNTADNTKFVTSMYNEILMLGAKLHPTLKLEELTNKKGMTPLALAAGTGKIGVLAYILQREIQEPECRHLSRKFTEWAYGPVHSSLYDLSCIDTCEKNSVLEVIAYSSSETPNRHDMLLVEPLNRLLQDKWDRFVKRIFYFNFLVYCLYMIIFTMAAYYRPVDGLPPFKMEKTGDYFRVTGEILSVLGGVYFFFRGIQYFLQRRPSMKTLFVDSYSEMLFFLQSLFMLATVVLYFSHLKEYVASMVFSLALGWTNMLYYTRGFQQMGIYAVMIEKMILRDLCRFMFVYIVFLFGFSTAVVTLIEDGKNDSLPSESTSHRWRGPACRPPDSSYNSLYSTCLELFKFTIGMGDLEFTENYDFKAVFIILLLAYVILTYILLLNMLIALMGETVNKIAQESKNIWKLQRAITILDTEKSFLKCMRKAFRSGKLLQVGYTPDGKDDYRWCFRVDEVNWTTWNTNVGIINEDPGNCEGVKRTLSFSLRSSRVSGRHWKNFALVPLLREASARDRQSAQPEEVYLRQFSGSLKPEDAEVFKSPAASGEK
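Cells expressing TRPV1 were dye-loaded with Fluo-8 and read kinetically: 10 s baseline, 3 min after compound (agonist portion), then 2 min after EC20 capsaicin (allosteric enhancer portion). Calcium-bound dye fluorescence at 480/520 nm.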
ASM inhibitor: human S-ASM enzyme inhibition; Potency, µM (doses to about 57.5 µM), without a hit: at the top dose activity change, negative = inhibition, usual class: inhibitors; placental ASM, HMU-PC fluorogenic substrate, 60 min; AID 504937; 340,000 tested, 0.006% active; P17405; also: potency is read from the fitted curve at half-maximal effect
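HMU-PC0 cleavage (9 uM final) by human placental ASM, 60 min at 37 °C following 10 min compound exposure at RT; stopped at pH 10, fluorescence Ex 386/Em 447 nm.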
AT treatment: candidate therapy for ataxia-telangiectasia; […] A-T fibroblasts, KAP-1 phosphorylation AlphaLISA; neocarzinostatin DNA damage 30 min before lysis; AID 485349; Potency, µM (top dose mostly 57.5 µM), for the others: top-dose activation, hits mostly activators; 320,000 tested, 0.19% active; also: potency is read from the fitted curve at half-maximal effect; % of control where 0% means no effect; nearly all actives have a fitted effect of over 45% in size
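ATM-like activity read as KAP-1 phosphorylation via AlphaLISA donor/acceptor antibody pairs after lysis and 6 hr at 25C. Cells were ATM-null patient fibroblasts ([…], hTERT), dosed 60 min, then exposed to the DSB inducer NCS for 30 min.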
Starred values were filed as active, the others as inactive; ? = inconclusive; . = no result given; [ ] = dose if it differs, or a comment. Unless noted, calls follow the shape of the dose curve; as a rule, active = well fitted curve in the direction sought with a large enough effect; inconclusive = small, poorly fitted or top-dose-only effect, or another doubt; inactive = no such curve, though single readings can be large; an effect the other way counts as inactive or inconclusive. Compounds were not picked by outcome, and some 2% of all compounds hit somewhere here.

SMILES	MBNL1-CUG inh	KCNH2 3.1 block	a7 integrin act	KCNH2 WT inh	FBPA coupling cs	GALK inh	CXXC DNA block	TRPV1 ag	ASM inhibitor	AT treatment
CN1C(=O)N(CN2CCCCC2)C2C1N(C)C(=O)N2CN1CCCCC1 (configuration not stated)	5%	-10	-7%	-9	0	0%	1%	5	0%	1%
O=C(Nc1nc2ccc(Cl)cc2s1)c1ccc(N2CCCCC2)c([N+](=O)[O-])c1	?	-29	-24%	25	0	-1%	18%	5	-2%	2%
CCSc1nnc(NC(=O)CCNS(=O)(=O)c2ccccc2F)s1	-6%	-8	-10%	-1	2	10%	14%	0	-2%	-5%
CCC(C(=O)NCc1ccc(OC)cc1)n1nc(C)n2c(cc3occc32)c1=O (configuration not stated)	7%	7	-34%	8	5	-2%	9%	-1	-2%	-2%
O=Cc1cn(-c2ccccc2)nc1-c1ccc2c(c1)OCCO2	?	-30	18%	-5	-1	-4%	4%	?	-3%	2%
CCN1CCN(Cc2c(O)ccc3c(=O)c(-c4ccc(OC)c(OC)c4)c(C(F)(F)F)oc23)CC1	21%	15	-2%	-3	1	-2%	1%	-3	-1%	3%
CCOc1ccc2nc(NC(=O)c3ccoc3C)sc2c1	1%	0	14%	-27	-7	13%	-10%	0	-1%	13%
Cc1ccc(/C=N/NC(=O)CNC(=O)c2cccc([N+](=O)[O-])c2C)o1	.	-4	-11%	-5	0	1%	2%	-3	7%	-8%
CC1Cc2ccccc2N1C(=O)CSc1nnnn1-c1ccc2c(c1)OCCO2 (configuration not stated)	10%	2	-37%	2	1	7%	4%	26	2%	?
O=C(CCC(F)(F)F)N1CCC(CO)(CCc2ccccc2)CC1	-4%	-20	-18%	-2	1	0%	-7%	?	-2%	0%
CC(C)c1ccc(CNC(=O)CCc2ccccc2)cc1	.	-3	6%	-11	2	9%	13%	?	0%	-2%
COc1cc(F)c(C2=CC(=O)CC(C)(C)C2)cc1F	.	0	-41%[inhibitor]	-24	.	.	.	-4	0%	9%
Cc1cccc(NC(=O)CSc2ccc(C(N)=O)cc2[N+](=O)[O-])c1C	.	-23	-5%	-9	1	1%	2%	-1	2%	-2%
CC(=O)c1ccc(N(CC(=O)NC2CCCC2)C(=O)c2csnn2)cc1	-4%	-6	4%	1	2	-1%	2%	1	3%	-1%
CC(CCc1ccccc1)NC(=O)c1ccc(Br)o1 (configuration not stated)	-6%	-6	2%	-15	5	2%	-7%	0	0%	-14%
O=c1[nH]cnc2c1c(-c1ccccc1)cn2-c1ccc(Br)cc1	6%	-9	-2%	0	2	1%	-2%	-5	-14%	-6%
CN1C(=O)CSC1=NCC12CC3CC(CC(C3)C1)C2	-8%	-20	21%	-15	5	-4%	1%	14	-3%	0%
CC(=O)N1N=C(c2ccc(C)cc2)OC1c1cccnc1 (configuration not stated)	-4%	7	14%	-9	3	2%	3%	?	-1%	2%
CC(=O)c1cccc(NC(=O)Nc2csc3c2CCCC3)c1	16%	-22	-5%	-5	-5	-2%	9%	?	-1%	-1%
O=C(Oc1ccc2c(c1)OCO2)c1ccncc1	-13%	13	13%	1	-1	0%	-2%	-2	3%	8%
COC(=O)[C@H]1[C@@H](C)N(CCc2cc(OC)c(OC)c(OC)c2)C(=O)N[C@H]1c1ccccc1	.	4	-7%	7	2	.	.	.	-3%	.
COc1ccc(C)cc1NC(=O)CNc1ccccc1CN(C)C1CCCCC1	-1%	-17	-11%	8	3	-1%	5%	25	3%	29%
COc1ccc(S(=O)(=O)N2C[C@H]3CON(C)[C@H]3C[C@H]2c2cccc(Br)c2)cc1	.	10	25%	4	.	.	.	.	-9%	.
O=C(N1CCOCC1)N1CCC(NC(=O)C23CC4CC(CC(C4)C2)C3)CC1	6%	4	19%	4	-1	-5%	0%	?	1%	-2%
CN1CCN(C(=O)c2ccc3c(=O)n4c(nc3c2)CCCCC4)CC1	8%	8	-23%	-5	1	-3%	3%	-2	-1%	4%
Cc1nnc(SCC(=O)O)o1	-9%	9	-8%	-4	1	-2%	2%	1	-5%	1%
CC(C)c1nc(C#N)c(N2CCOCC2)o1	-12%	-5	23%	-4	1	1%	7%	-5	1%	-9%
COc1ccc(Cn2cccc(NC(=O)Nc3ccc(C#N)cc3)c2=O)cc1	-3%	-7	4%	-7	1	7%	2%	5	-1%	7%
NS(=O)(=O)c1ccc(CCNC(=O)C2CCN(S(=O)(=O)c3c(Cl)cccc3Cl)CC2)cc1	-1%	-13	0%	-3	0	5%	-11%	0	-2%	0%
COc1ccc(OC)c(S(=O)(=O)n2ccnc2C(C)C)c1	-4%	6	-6%	50	4	6%	-4%	-1	0%	0%
CN(C)c1cccc2c1c(NC(=O)c1ccc(F)cc1)nn2C	.	9	8%	-8	-28	-3%	-1%	-2	0%	0%
O=C(Nc1ccc(CN2CCS(=O)(=O)CC2)cc1)c1ccc(F)cc1	4%	-10	-11%	13	0	.	-2%	7	-1%	4%
CCN1C(=O)C(=O)N(CC(=O)c2[nH]c(C)c(C(C)=O)c2C)C1=O	.	-2	-27%	0	.	.	.	-1	0%	6%
O=C(/C=C/c1ccc2c(c1)OCO2)Nc1nc(-c2ccc(F)cc2)cs1	1%	.	.	.	-3	0%	16%	-1	.	-6%
Cc1cc(/C=C(\C#N)C(=O)Nc2ccc(Cl)cc2)c(C)n1-c1ccc(N2CCOCC2)c([N+](=O)[O-])c1	-9%	-32	-9%	5	0	0%	-1%	-2	-3%	-4%
Clc1ccc(CNc2ccc(CNc3ncn[nH]3)cc2)cc1	3%	7	0%	17	-4	-2%	2%	1	1%	4%
CC(=O)c1ccccc1NC(=O)CSc1nc2ccccc2c(=O)n1CCCN1CCOCC1	.	6	3%	10	.	.	.	.	0%	7%
Clc1ccc(C(c2nnnn2C2CCCCC2)N(Cc2cccnc2)Cc2ccco2)cc1 (configuration not stated)	6%	-36	-15%	3	-1	-4%	0%	?	3%	-1%
COc1ccc(C(C)=O)cc1COC(=O)CCNS(=O)(=O)c1ccc(C)c(C)c1	.	0	10%	-3	.	.	.	-1	1%	15%
Cc1ccc(CN2CCN(Cc3ccc(Oc4ncccn4)cc3)CC2CCO)cc1 (configuration not stated)	-8%	-1	23%	6	-1	-2%	-4%	2	1%	4%
CCOC(=O)C(NC(=O)Nc1cccc(C)n1)(OCC(F)(F)F)C(F)(F)F (configuration not stated)	0%	3	3%	-3	-1	-3%	5%	-1	-3%	0%
CCCn1ncc(CN2CCN(CCc3ccccc3)C(CCO)C2)c1C (configuration not stated)	-2%	29	?	22	-3	2%	-2%	3	-1%	2%
CCOc1cc(/C=C2/NC(=O)N(CC(=O)OC)C2=O)ccc1OC	?	25	0%	-11	0	6%	-6%	-3	50%[activator]	-3%
Cc1nc(NC(=O)c2ccccc2)sc1-c1csc(Nc2ccc(Cl)cc2Cl)n1	31%[activator]	.	.	.	1	6%	30%	-4	.	2%
Cc1nc2cc(NC(=O)c3ccco3)ccc2n1C	-7%	-6	21%	-2	.	-3%	9%	-11	4%	-1%
Cc1ccc(-c2c(C(=O)NCc3ccc(F)cc3)oc(=O)c3ccccc23)cc1	6%	-7	37%	1	1	0%	-7%	3	-3%	6%
CCOC(=O)C1(Cc2ccccc2)CCCN(C(=O)c2cnn(CC)c2)C1 (configuration not stated)	-11%	-15	8%	7	-3	0%	37%[activator]	3	0%	-2%
O=C(NCCc1ccccc1)C(=O)c1c(-c2ccccc2)[nH]c2ccccc12	-14%	-6	-26%	-11	4	.	18%	2	?	-2%
CCCS(=O)(=O)c1c(S(=O)(=O)CCC)c2c(C(N)=O)cccn2c1C(=O)c1ccc(F)cc1	25%	-2	29%	5	1	6%	2%	-6	0%	0%
N#Cc1c(NC(=O)CSC2=NCCS2)sc2c1CCCC2	1%	-22	-27%	4	3	1%	-5%	2	-8%	1%
COc1ccc(C(C(=O)NCC2CCCO2)N(Cc2cccs2)C(=O)c2snc(C(N)=O)c2N)cc1OC (configuration not stated)	?	0	?	-6	3	-2%	0%	-5	165%[activator]	3%
CC(C)C(=O)Nc1c2c(nn1-c1ccc(F)cc1)CSC2	-8%	3	-12%	0	1	1%	-2%	-2	-3%	-5%
Cc1cccn2c(=O)c(/C=C(\C#N)C(=O)NCc3ccco3)c(N3CCOCC3)nc12	.	4	-6%	-2	2	0%	5%	.	173%[activator]	0%
